TPT1 inhibitor: Candida albicans TPT1 enzyme inhibitors, primary screen, biochemical, fluorescence polarization; tRNA 2'-phosphotransferase TPT1 (Candida albicans SC5314); recombinant caTPT1, FP RNA substrate dephosphorylation; inhibition, % at 5 µM; 300,000 compounds, 0.81% hits; AID 1962, 2009;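 active = inhibition above the mean of all tested compounds plus 3 SD, set per screening campaign, cut at about 24% in these data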;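 note: plate controls were DMSO alone for no effect and ferristatin control at 100 nM for full effect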
MEX-5 binding: MEX-5 zinc finger RNA-binding disruptors – biochemical, C. elegans, fluorescence polarization, MLPCN library, primary screen. MEX-5/FITC-TCR2 RNA binding; hits give low values. 300,000 compounds, 0.38% hits. Zinc finger protein mex-5 (Caenorhabditis elegans), Q9XUB2. activity score (negative = inhibition of binding), % at 10 µM;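 active = inhibition past about -25% in most replicates, and total fluorescence under double the plate's negative control median, limit read from the data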;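 note: 0% = DMSO and -100% = 5 µM competing unlabeled TCR2 RNA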
Target sequence (Q9XUB2 whole entry, looked up): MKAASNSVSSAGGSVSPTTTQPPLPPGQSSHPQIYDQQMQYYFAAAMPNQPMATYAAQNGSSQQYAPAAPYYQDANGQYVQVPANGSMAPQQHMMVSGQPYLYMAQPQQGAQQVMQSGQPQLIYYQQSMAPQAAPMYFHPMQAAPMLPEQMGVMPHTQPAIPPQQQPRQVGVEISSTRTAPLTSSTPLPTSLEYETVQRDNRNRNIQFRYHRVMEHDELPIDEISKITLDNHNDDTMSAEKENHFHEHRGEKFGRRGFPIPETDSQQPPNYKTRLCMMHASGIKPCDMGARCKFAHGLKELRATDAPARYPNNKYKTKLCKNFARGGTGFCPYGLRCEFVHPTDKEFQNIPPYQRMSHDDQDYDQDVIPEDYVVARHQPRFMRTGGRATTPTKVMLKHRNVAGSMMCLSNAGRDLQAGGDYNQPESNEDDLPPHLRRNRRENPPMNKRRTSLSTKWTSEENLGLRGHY
PME-1 inh: PME-1 inhibitors via competitive probe labeling, primary screen, biochemical, fluorescence polarization, FP-Rh probe, HTS; inhibition, % at 5.9 µM; 320,000 compounds, 0.53% hits; recombinant PME-1; Protein phosphatase methylesterase 1 (Homo sapiens), Q9Y570;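 active = inhibition above the campaign mean of all compounds plus 3 SD, cut at about 26% in these data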;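 note: competitive labeling of PME-1 active site by serine hydrolase directed probe; 0% = PME-1 with DMSO and 100% = wells lacking PME-1 enzyme; inhibitors block probe labeling so polarization falls and inhibition rises; many of its hits are not listed in these tables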
Fam108B inh: mouse Fam108B serine hydrolase inhibitors, primary screen, counter-screen for RBBP9 inhibitor project, biochemical, fluorescence polarization. inhibition, % at 9.51 µM. 300,000 compounds, 0.33% hits. AID 1947, 2009. recombinant Fam108B, FP-Rh probe fluorescence polarization;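 active = inhibition above the screen mean inhibition plus 3 SD, computed separately per campaign, cut at about 18% in these data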;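 note: inhibitors lower polarization as less probe binds the enzyme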
Bcl-xL primary: inhibitors of human Bcl-xL, primary screen, biochemical, fluorescence polarization, HTS; Bcl-2-like protein 1 (Homo sapiens), Q07817; GST-Bcl-xL / FITC-Bim BH3 peptide fluorescence polarization; inhibition, % at 10.9 µM; 320,000 compounds, 0.7% hits;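 active = inhibition above the mean of all tested compounds plus 3 SD, cutoff set per campaign, cut at about 30% in these data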;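 note: 0% = DMSO wells and 100% = unlabeled Bim-BH3 peptide competitor; inhibitors lower millipolarization by displacing the labeled peptide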
GLD-1 RNA inh: GLD-1/TGE RNA complex disruptors, primary screen, biochemical, fluorescence polarization; Female germline-specific tumor suppressor gld-1 (Caenorhabditis elegans), Q17339; purified GLD-1 + fluorescein TGE RNA; inhibition, % at 5.96 µM; 320,000 compounds, 0.44% hits;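 active = percent inhibition above a per-plate cutoff, the plate mean of test compounds plus 3 SD, cut at about 30% in these data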;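 note: 0% = DMSO wells with GLD-1 and probe and 100% = wells lacking GLD-1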
Target sequence (Q17339 whole entry, looked up): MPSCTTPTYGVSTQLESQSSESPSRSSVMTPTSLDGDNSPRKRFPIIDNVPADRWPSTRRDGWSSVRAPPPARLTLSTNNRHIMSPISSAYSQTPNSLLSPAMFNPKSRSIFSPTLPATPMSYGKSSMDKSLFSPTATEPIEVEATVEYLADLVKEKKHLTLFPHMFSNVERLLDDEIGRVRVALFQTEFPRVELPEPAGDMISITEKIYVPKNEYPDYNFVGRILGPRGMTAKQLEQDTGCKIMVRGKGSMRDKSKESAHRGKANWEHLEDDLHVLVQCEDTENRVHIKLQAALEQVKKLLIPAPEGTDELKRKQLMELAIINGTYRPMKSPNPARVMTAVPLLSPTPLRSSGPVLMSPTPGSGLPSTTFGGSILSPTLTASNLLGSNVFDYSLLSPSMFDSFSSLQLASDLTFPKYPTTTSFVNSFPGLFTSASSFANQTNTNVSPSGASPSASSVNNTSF
MCL1-BIM inh: inhibitors of MCL1 binding to BIM-BH3, primary screen, biochemical, fluorescence polarization; inhibition, % at 10.9 µM; AID 2057, 2009; 320,000 compounds, 0.68% hits; GST-MCL1 / FITC-Bim-BH3 fluorescence polarization;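 active = inhibition above the mean inhibition of all tested compounds plus 3 SD, set per campaign, cut at about 40% in these data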;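 note: 0% = DMSO wells and 100% = unlabeled Bim-BH3 peptide control; higher means more loss of mP so more displacement of Bim peptide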
GSTO1 counter: inhibitors of recombinant GSTO1, primary screen, counter-screen for RBBP9 inhibitor project, biochemical, fluorescence polarization. Glutathione S-transferase omega-1 (Homo sapiens), P78417. activity-based probe fluorescence polarization. inhibition, % at 5.96 µM. 300,000 compounds, 1.1% hits. AID 1974, 2009;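 active = inhibition above the campaign mean inhibition plus 3 SD, cut at about 35% in these data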;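 note: 0% = GSTO1-1 with DMSO and 100% = wells lacking GSTO1-1 enzyme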
PAD4 FP inh: human PAD4 inhibitors, primary screen, biochemical, fluorescence polarization, 1536-well format | Protein-arginine deiminase type-4 (Homo sapiens), Q9UM07 | recombinant PAD4, RCA probe fluorescence polarization | inhibition, % at 6.36 µM | 330,000 compounds, 0.41% hits;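 active = percent inhibition above a cutoff equal to the mean of all tested compounds plus 3 SD, cut at about 15% in these data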;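 note: 0% = PAD4 with RCA probe and DMSO and 100% = probe without PAD4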
* hit, by the source's call; . = not tested or not shown.

SMILES	TPT1 inhibitor	MEX-5 binding	PME-1 inh	Fam108B inh	Bcl-xL primary	GLD-1 RNA inh	MCL1-BIM inh	GSTO1 counter	PAD4 FP inh
CC(C)(C)OC(=O)N1CC(O)CC1C(=O)OCC(=O)c1ccccc1 (configuration not stated)	-3	-0.8	2	2	4	-2	2	-2	0
CCOC(=O)CSc1nc2sc(C)c(C)c2c(=O)n1N	1	-1.8	6	-4	2	-1	-3	-3	-5
O=C(Nc1ccc(Cl)cc1)N1CCc2[nH]c3ccccc3c2C1	0	-15	2	0	8	8	4	3	-9
CN(C)S(=O)(=O)c1cccc(COC(=O)c2ccc(Cl)cc2O)c1	3	-0.9	0	-1	5	-3	1	10	1
c1ccc(CN(Cc2cccs2)C(c2cccs2)c2nnnn2C2CCCC2)cc1 (configuration not stated)	1	0.6	-3	-2	6	-4	2	-5	0
O=C(NNC(=O)c1ccc[nH]1)Nc1cccc(C(F)(F)F)c1	0	0.8	-2	-1	-1	0	1	-5	3
COc1ccc(CNC(=S)Nc2ccc3nc(N4CCN(C)CC4)cc(C)c3c2)cc1	9	1.5	5	1	-4	-4	-7	3	1
O=C(NCc1nc2ccccc2[nH]1)C1=C[C@@H](c2ccccc2)C[C@@H](OCCCCO)O1	-4	0.6	4	-10	9	2	14	-4	-7
Cc1ccccc1NC(=O)c1ccc(-n2cncn2)nc1	0	3.3	0	8	2	3	-1	4	0
O=C(CCc1nnc(-c2ccccc2)o1)c1ccc(Cl)cc1	-1	3.9	2	-2	1	0	-2	7	-6
c1ccc(Cn2c(Sc3nnnn3-c3ccccc3)nnc2-c2ccccc2)cc1	-2	0.9	2	-2	3	2	0	3	2
O=C1/C(=C\c2ccsc2)N2CCC1CC2	-1	2.1	0	1	5	-2	-1	3	3
CC(=O)Nc1ccccc1OCC(=O)NCCc1ccc(Cl)cc1Cl	-2	-0.1	4	0	-7	4	-12	6	-2
O=C(Cn1nc(Cl)nc1Cl)Nc1ccccc1	-4	0.0	3	-2	8	-5	9	2	-1
O=S(=O)(NCC(c1cccnc1)N1CCN(c2ccc(F)cc2)CC1)c1ccc(F)cc1 (configuration not stated)	-1	1.1	3	1	1	6	-5	0	-4
Cc1cc(C)cc(C(=O)NC(CC(N)=O)c2ccc(NCCN3CCCC3)c([N+](=O)[O-])c2)c1 (configuration not stated)	1	-2.2	-7	-3	-1	4	-1	-3	-6
O=C(CCS(=O)(=O)c1ccc(Cl)cc1)NCCC1=CCCCC1	-1	-1.6	3	1	0	4	1	0	2
Cc1ccc2nc(SCn3nnc4ccccc4c3=O)[nH]c2c1	1	3.1	-6	6	-8	6	-11	-5	-5
C=CCC(C#Cc1ccc(C)cc1)N(CC)CC (configuration not stated)	3	0.0	-5	8	-5	2	-10	8	0
O=C(Cn1nnc(-c2cccs2)n1)NCc1ccco1	5	-2.4	9	-2	6	2	8	6	4
CCCCNC(C(=O)Nc1cccc(S(=O)(=O)N2CCOCC2)c1)c1ccccc1 (configuration not stated)	1	-1.8	-3	0	5	-5	0	15	3
COc1ccc(NC(=O)Cn2c(NCC(C)O)nc3ccccc32)cc1Cl (configuration not stated)	4	0.0	9	-4	-10	-7	-11	-3	-5
CCN(CC1CCCO1)C(=O)c1cc(COc2ccc(OC)cc2Cl)on1 (configuration not stated)	0	0.6	3	-1	8	-5	4	-4	2
Cc1ccc(C(=O)Nc2ccc3c(c2)OCO3)cc1NC(=O)c1ccco1	-4	-1.8	-3	-1	6	-1	2	12	-4
CC(CNC(=O)Cn1ccc(N)nc1=O)c1ccccc1 (configuration not stated)	.	.	1	.	2	-1	-3	.	-4

Next section
SMILES	TPT1 inhibitor	MEX-5 binding	PME-1 inh	Fam108B inh	Bcl-xL primary	GLD-1 RNA inh	MCL1-BIM inh	GSTO1 counter	PAD4 FP inh
COc1ccc(/C=C/C(=O)N2CCC(c3ccccc3)C2)cc1 (configuration not stated)	-3	-0.5	-1	2	-4	0	0	3	-1
COc1cc(C2NC(=S)NC(c3ccccc3)=C2C(C)=O)cc(Br)c1OCC(N)=O (configuration not stated)	2	3.9	-1	2	2	-6	8	4	-1
CCC(C)c1ccccc1NS(=O)(=O)c1cnn(CC)c1 (configuration not stated)	1	1.5	13	5	6	0	10	6	-2
Cc1csc(NC(=O)C(NS(=O)(=O)c2ccc(Br)s2)c2ccccc2)n1 (configuration not stated)	-4	-0.8	0	2	4	7	14	0	-5
CC1=C(C)CC(C(=O)NCc2c(F)cccc2Cl)C(C(=O)O)C1 (configuration not stated)	0	0.8	5	0	0	-4	7	1	1
Cc1cccc(NC(=O)Nc2ccc(Oc3c(F)c(F)c(F)c(F)c3F)cc2)c1	0	-1.0	5	-3	7	-5	6	0	0
CCc1ccc(S(=O)(=O)Nc2nccs2)cc1	-1	-3.6	5	0	4	1	14	10	-3
CSc1cccc(NC(=O)COc2ccccc2C)c1	8	-0.3	-4	-2	-4	6	-1	-3	-4
CCOC(=O)CNC1CC(=O)N(c2cccc(Cl)c2)C1=O (configuration not stated)	5	0.0	0	-3	3	-1	-4	0	-1
Cc1ccc(S(=O)(=O)NCC(=O)N2CCN(c3ccccn3)CC2)cc1	0	0.1	3	0	-4	-1	-2	-3	-2
O=C(NCC1CCCO1)c1cn(Cc2ccccc2)nc1-c1ccccc1 (configuration not stated)	.	.	1	.	5	3	0	.	-3
N#Cc1c(-c2ccccc2)cc(-c2ccccc2)[nH]c1=O	-3	1.0	4	-8	10	6	7	-7	-4
Cc1cccc(C(=O)O/N=C2\CCCc3ccccc32)c1	0	0.8	7	-1	0	-2	1	6	0
O=C(NCc1ccco1)/C(=C\c1cccs1)NC(=O)c1ccsc1	-3	.	-2	0	-1	0	-2	-1	-7
COc1cc2nc(C3CCC3)n(NC(=O)C3CCCC(OC)C3)c(=O)c2cc1OC (configuration not stated)	0	-1.3	5	-1	-1	1	4	-5	-3
Cc1nc(S/C(=C/c2ccc(-c3ccc(C(=O)O)cc3)o2)C(=O)O)n[nH]1	16	-80*	-5	3	8	-9	15	-38	-4
Cc1cc(Cl)ccc1OCCCC(=O)N1CCN(C)CC1	-6	2.2	-1	2	-1	10	-1	5	0
COC(=O)CCSCC(=O)Nc1ccc(S(=O)(=O)N2CCOCC2)cc1OC	2	-0.3	9	-1	0	1	4	6	-2
CC(C)OC(=O)C1CC(C)(O)C(=O)C(C(=O)OC(C)C)C1c1ccc([N+](=O)[O-])cc1 (configuration not stated)	-3	1.4	-6	-4	2	5	-2	5	4
COc1ccc(C)cc1S(=O)(=O)N1CCCC(C(=O)NCC2CCCO2)C1 (configuration not stated)	-2	-2.3	-1	1	4	4	0	9	1
Cc1c(C)n(C)c2ccc(C(=O)NCCCN3CCN(c4ccccc4F)CC3)cc12	1	0.6	1	1	2	-3	-2	4	-2
COc1ccc(NC(=O)CCSc2cc(C)c3ccccc3n2)cc1	1	0.0	5	2	-3	10	1	-8	-2
COCCn1c(C)cc(C(=O)CSc2nc(C)nc3sc4c(c23)CCC4)c1C	-3	-0.2	3	2	0	2	-2	-1	-4
O=C(NCCCN1CCOCC1)C(=O)NCC1OCCN1S(=O)(=O)c1ccc(F)cc1 (configuration not stated)	0	0.2	-6	2	4	4	8	6	0
CC(C)N1CCN(c2ccncc2S(=O)(=O)N2CCOCC2)CC1	-4	-1.2	3	-4	6	7	8	5	-5

Later entries.
SMILES	TPT1 inhibitor	MEX-5 binding	PME-1 inh	Fam108B inh	Bcl-xL primary	GLD-1 RNA inh	MCL1-BIM inh	GSTO1 counter	PAD4 FP inh
Cc1c(C(=O)N2CCN(c3ncccn3)CC2)sc2nc3n(c(=O)c12)CCCC3	-7	-4.8	4	0	1	-2	-6	7	-1
Oc1ccc(-c2[nH]nc(-c3ccccc3)c2-c2nc3ccccc3[nH]2)cc1	-1	0.1	15	3	-1	4	2	-5	4
COc1ccc(-c2c(C)n([O-])c3c([n+]2=O)CCCCC3)cc1OC	-2	-3.2	1	-4	1	6	-2	0	-3
O=C(Nc1ccc(F)cc1F)c1cc2ncc(CCCl)cn2n1	-3	0.7	3	1	7	13	9	3	-3
COc1cccc(NC(=O)CSc2nc3ncc(Br)cc3[nH]2)c1	-2	-0.2	-25	0	2	-2	-1	-5	-1
Cc1ccc(S(=O)(=O)N(CC(O)CN2CCOCC2)c2cccc([N+](=O)[O-])c2)cc1 (configuration not stated)	-4	-0.7	-6	3	0	-1	3	-4	-4
Cc1ccccc1-n1nc(C)c2cc(C(=O)N3CCN(S(=O)(=O)c4ccc(Cl)cc4)CC3)sc21	-5	-0.7	-5	-4	2	8	4	-11	1
CCOc1ccc(S(=O)(=O)N(CC)CC(=O)NCc2ccco2)cc1C	-3	1.3	7	2	2	7	0	2	-2
CN1CCN(P(=O)(c2ccccc2)c2nc3ccccc3s2)CC1 (configuration not stated)	-1	-1.5	0	2	0	-2	1	-1	1
CCn1cc(-c2csc(N)n2)c(C)n1	1	-2.6	-2	1	3	0	6	5	-1
CCOCCCNC(=O)C(NC(=O)Cc1c[nH]c2ccccc12)c1ccc(OC)cc1 (configuration not stated)	0	0.4	-1	-2	1	-4	-4	5	-3
Cc1ccc(OCC(=O)NCCNC(=O)c2ccncc2)cc1	-3	0.3	1	4	7	5	4	3	-4
CN(CCOc1ccccc1)S(=O)(=O)c1ccc2oc3ccccc3c2c1	-2	-1.5	-9	-2	8	-1	-2	3	3
O=C(NCCn1cc(SCC(=O)N2CCOCC2)c2ccccc21)c1ccccc1	-3	1.3	-3	-1	3	2	-4	3	5
COc1ccc(S(=O)(=O)N2CCN(C/C=C/c3ccccc3)CC2)cc1NC(C)=O	2	0.2	1	5	3	2	3	-3	2
COc1cccc(OC)c1C(=O)NC(C)c1ccccc1 (configuration not stated)	0	1.9	-9	-4	6	3	7	22	1
CC(C)COCC(O)CCC(=O)NNC(=S)Nc1ccccc1 (configuration not stated)	-2	-2.0	-7	-6	0	2	-2	1	0
Cc1cc(OCc2cc(C(=O)N(C)CCc3cnn(C)c3)no2)cc(C)c1Cl	0	5.5	1	-2	3	0	1	2	7
O=C1CC(NS(=O)(=O)c2cccnc2)CN1c1cccc(F)c1 (configuration not stated)	-1	-1.2	0	-2	3	11	1	-1	-1
Cc1nc2c3ccccc3nc(NNC(=O)CCC(=O)NCCN3CCN(c4ccccc4F)CC3)n2n1	0	-0.3	2	0	-1	4	2	-2	1
Cc1nn(CCC(=O)NNC(=S)NCC(C)C)c(C)c1Br	-3	.	-5	2	5	6	5	8	2

Some of the compounds tested, so the mix of outcomes need not match the whole.
